MCF10A rereplic: inducers of DNA re-replication in MCF 10A breast cells; MCF 10A DNA re-replication, Hoechst nuclear intensity, 48 h; Potency, µM (top dose mostly 46.1 µM), inactives show top-dose activity, positive = re-replication, most hits filed as activators; hit rate 2.9% among 350,000; AID 624296; note: potency is the fitted concentration of half-maximal effect; % of control where 0% means no effect; nearly all actives have a fitted effect of over 50% in size
IL1B secr inh: inflammasome signaling inhibition, IL-1 beta readout | activity change, % at 57.5 µM | THP-1 LPS/ATP IL-1B secretion, AlphaLISA, 16 h; hits give low values | AID 743279 | hit rate 4.7% among 360,000; in the data active = activity change below about -50%; inconclusive = mostly about -30% to -49%; note: % is set by controls: 0 for no effect and ±100 for the full control effect
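Secreted IL-1B measured by AlphaLISA bead assay after 16 h compound exposure of THP-1 cells; compounds (final up to 57.5 uM) added 1 h before LPS (250 ng/mL) and ATP (1.25 mM) stimulation; lower signal means less secretion.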
HT1080-NT tox: kills 2HG-producing HT-1080-NT fibrosarcoma cells; hit rate 1.6% among 360,000; AID 686970; HT-1080-NT fibrosarcoma viability, CellTiter-Glo ATP luminescence, 48 h; Potency, µM (doses to about 46.1 µM), without a hit: at the top dose activity, negative = less viability, usual class: cytotoxic;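 note: NT is the 2HG producing partner of a matched IDH1 knockdown line; potency is the fitted concentration of half-maximal effect; 0% = DMSO-treated cells and -100% = media-only wells without cells; nearly all actives have a fitted effect of over 55% in size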
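A 48-hour cytotoxicity screen used HT-1080-NT cells plated 2 hours before compound delivery. ATP-based CellTiter-Glo luminescence measured viability, normalized to DMSO and no-cell controls.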
WRN inhibitor: inhibitors of human WRN helicase | Q14191 | WRN helicase unwinding, fluorescent forked duplex, kinetic | Potency, µM (highest dose often 114 µM), for the others: top-dose activity change, negative = inhibition, actives largely listed as inhibitors | hit rate 0.46% among 360,000 | AID 651768; note: potency is the fitted concentration of half-maximal effect; % is set by controls: 0 for no effect and ±100 for the full control effect; nearly all actives have a fitted effect of over 55% in size
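Enzyme (20 nM final) and test compound sit together 15 min at room temperature before substrate addition. Substrate is a single-forked duplex oligonucleotide (100 nM) labelled with fluorophore and quencher, with 2 mM ATP; helicase unwinding raises red fluorescence, read kinetically.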
KB-3-1 cytotox: KB-3-1 parental cell cytotoxicity. Potency, µM (highest dose often 46.1 µM), inactives show at the top dose activity change, negative = cytotoxic, actives largely listed as cytotoxic. KB-3-1 viability, CellTiter-Glo ATP luminescence, 72 h. AID 1347075. hit rate 1.4% among 400,000; note: potency is the fitted concentration of half-maximal effect; % is set by controls: 0 for no effect and ±100 for the full control effect; nearly all actives have a fitted effect of over 60% in size
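Cytotoxicity in the drug-sensitive parental line KB-3-1 was scored as loss of CellTiter-Glo luminescence following 72 h incubation with compound. Values come from curve fitting of normalized concentration-response data.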
HT1080 IDH1KD tx: HT-1080 IDH1 knockdown cell toxicity (counter line); Potency, µM (doses to about 46.1 µM), for inactives: at the highest dose activity, negative = toxicity, actives largely listed as cytotoxic; HT-1080 IDH1 knockdown viability, ATP luminescence, 48 h; hit rate 2% among 360,000;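 note: potency is the fitted concentration of half-maximal effect; 0% = DMSO wells and -100% = cell-free medium wells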
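Viability of IDH1-knockdown HT-1080 fibrosarcoma cells was assessed by CellTiter-Glo after 48 h at 37 °C with titrated compound; concentration-effect curves were classified by fit quality and response size.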
SW480 rereplic: inducers of DNA re-replication in SW480 colon cancer cells | SW480 DNA re-replication, Hoechst DNA content imaging, 48 h | Potency, µM (titrated, usually from 46.1 µM), for the others: at the top dose re-replication activation, actives largely listed as activators | hit rate 1.8% among 340,000; note: potency is the fitted concentration of half-maximal effect; % of control where 0% means no effect; nearly all actives have a fitted effect of over 55% in size
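Treated cells incubate 48 hr (37 C, 5% CO2), are stained 40 min with Hoechst, and nuclear fluorescence is enumerated; a rise in nuclei with high DNA signal marks re-replication.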
KB-V1 cytotox: KB-V1 MDR subline cytotoxicity | AID 1347076 | hit rate 3.4% among 400,000 | Potency, µM (highest dose often 46.1 µM), for inactives: at the top dose activity change, negative = cytotoxicity, usual class: cytotoxic | KB-V1 MDR cells viability, CellTiter-Glo, 72 h; note: potency is the fitted concentration of half-maximal effect; % is set by controls: 0 for no effect and ±100 for the full control effect; nearly all actives have a fitted effect of over 60% in size
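Cells of the MDR subline KB-V1 are plated, dosed with compound at multiple concentrations, and incubated 72 h at 37 degrees C; CellTiter-Glo is then added and luminescence read after 10 min.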
ATXN2 expr inh: ATXN2 expression inhibition. HEK-293 ATXN2-luciferase reporter, luminescence, 24 h. Potency, µM (doses to about 57 µM), for the others: top-dose activity change, negative = inhibition, actives largely listed as inhibitors. hit rate 0.72% among 360,000. AID 1745845; note: potency is the fitted concentration of half-maximal effect; % is set by controls: 0 for no effect and ±100 for the full control effect; nearly all actives have a fitted effect of over 55% in size
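qHTS (up to 57 uM final) was run with 24 h compound exposure of reporter cells at 37 °C. Each well was multiplexed: SteadyGlo luminescence measured ATXN2-luciferase expression after a fluorogenic Gly-Phe-AFC viability readout (25 uM final).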
Starred values were filed as active, the others as inactive; ? = inconclusive; nt = no result given; [ ] = dose if it differs, or a comment. Unless noted, calls come from the whole dose curve; as a rule, active = well fitted curve in the direction sought with a large enough effect; inconclusive = small, poorly fitted or top-dose-only effect, or another doubt; inactive = no such curve, though single readings can be large; an effect the other way counts as inactive or inconclusive.

SMILES	MCF10A rereplic	IL1B secr inh	HT1080-NT tox	WRN inhibitor	KB-3-1 cytotox	HT1080 IDH1KD tx	SW480 rereplic	KB-V1 cytotox	ATXN2 expr inh
COc1ccc(NC(=O)Cn2nnc(-c3ccccc3NS(=O)(=O)c3ccccc3)n2)cc1	8.4%	7.4	-19.2%	-6.3%	23.1µM*	?	-3.3%	2.91µM*	-33.5%
Cc1ccc(NC(=O)C2CCN(S(C)(=O)=O)CC2)c(C)c1	4.11µM*	13.9	-8.6%	-1.0%	-5.5%	-6.6%	-42.4%[inhibitor]	-22.7%	-25.4%
CCN1CCN(CC(O)COCc2ccccc2)CC1 (configuration not stated)	-1.8%	22.9	-3.0%	0.2%	-3.4%	1.5%	-7.6%	0.0%	1.4%
Cc1nc2ccccc2n1CC(O)Cn1c(C(F)(F)F)nc2ccccc21 (configuration not stated)	-8.6%	34.3	26.1%	5.4%	-22.6%	3.4%	1.6%	9.0%	-3.6%
Cc1ccc(S(=O)(=O)N(C)c2ccc(OCC(=O)N3CCCCC3)cc2)cc1	16.5%	9.9	5.5%	-6.1%	8.6%	5.6%	-6.6%	?	-3.7%
CC(OC(=O)C1=COCCO1)C(=O)Nc1ccc(Cl)cn1 (configuration not stated)	19.6%	5.7	-7.4%	-5.2%	-7.4%	-6.3%	14.4%	-8.0%	9.7%
Cn1c(CC(=O)NNC(=O)c2cccnc2)nc2ccccc21	-3.6%	11.7	-1.9%[9.24 µM]	-7.3%	-3.5%	2.1%	?	0.0%	9.1%
COc1ccc(/C=C/C(=O)Oc2ccc(C)cc2)cc1	2.8%	-4.6	-17.5%	6.9%	-5.6%	-11.2%	?	14.5%	?
COc1cccc(C2CN(c3ccc(F)cc3F)N=C2c2cccs2)c1OC (configuration not stated)	?	14.1	-12.3%	-0.5%	-19.6%	-2.6%	4.11µM*	-22.0%	-13.8%
O=C(O)c1cccc(S(=O)(=O)Nc2ccccc2C(=O)NCCc2ccccc2)c1	19.3%	23.4	0.2%	-7.0%	-22.1%	16.5%	8.8%	23.8%	32.9%
Cc1ccc(CNC(=O)COC(=O)c2cnc(C)cn2)cc1	0.6%	2.8	-0.3%	-5.8%	21.9%	6.2%	0.5%	0.0%	2.1%
COCCNc1nc2cc(-c3ccccc3OC)sc2c(=O)n1C	nt	40.7	1.3%	1.4%[57.1 µM]	23.8%	-16.5%	nt	?	4.6%
CS/C(=N\S(=O)(=O)c1ccc(N)cc1)NS(=O)(=O)c1cccs1	3.4%	42.6	?	-16.2%	-3.2%	25.1%	-6.4%	-7.0%	5.6%
CN(C)CCCN(C(=O)c1sc2ccccc2c1Cl)c1nc2ccc(F)cc2s1	19.8%	-81.4*	-2.2%	-12.3%	-12.5%	-7.6%	?	-14.8%	54.8%[activator]
O=C(CSc1nc(-c2cccs2)cc(C(F)(F)F)n1)NCCCN1CCOCC1	-15.6%	-5.2	5.6%	4.5%	13.7%	5.4%	3.9%	-25.6%	-10.7%

The final two compounds of the part before come first, to join the parts.
SMILES	MCF10A rereplic	IL1B secr inh	HT1080-NT tox	WRN inhibitor	KB-3-1 cytotox	HT1080 IDH1KD tx	SW480 rereplic	KB-V1 cytotox	ATXN2 expr inh
CN(C)CCCN(C(=O)c1sc2ccccc2c1Cl)c1nc2ccc(F)cc2s1	19.8%	-81.4*	-2.2%	-12.3%	-12.5%	-7.6%	?	-14.8%	54.8%[activator]
O=C(CSc1nc(-c2cccs2)cc(C(F)(F)F)n1)NCCCN1CCOCC1	-15.6%	-5.2	5.6%	4.5%	13.7%	5.4%	3.9%	-25.6%	-10.7%
CC(=O)Nc1ccc(S(=O)(=O)NN=c2sc3ccccc3n2C)cc1N	nt	33.1	4.3%	5.6%	11.5%	3.3%	nt	13.0%	nt
O=C(O)C(NS(=O)(=O)c1cccc2nsnc12)c1ccccc1 (configuration not stated)	2.7%	11.6	-0.2%	7.4%	-0.6%	-0.1%	12.0%	-5.7%	-13.8%
COc1ccc(NC(=O)Nc2cccs2)cn1	-1.1%	-6.4	11.9%	5.4%	-1.5%	5.9%	-8.0%	13.4%	27.3%
Cn1c(Cn2c(=O)sc3ccccc32)nnc1SCC(=O)Nc1ccc2c(c1)OCO2	8.5%	27.0	0.7%	4.3%	1.9%	-9.1%	-8.3%	?	2.6%
CN(Cc1ccccc1)C(=O)c1ccc(NC(=O)C2CCN(C(=O)OC(C)(C)C)CC2)cc1	-4.7%	46.4	-18.5%	-14.9%	?	-22.2%	5.9%	2.5%	25.1µM*
Cc1ccccc1OCC(=O)N(Cc1nnc(-c2ccc(Cl)cc2)o1)C(C)C	1.9%	-14.2	-5.9%	15.2%	-0.8%	-15.6%	-5.4%	-1.8%	nt
O=C(O)CSc1nc(SCc2ccccc2Cl)nc2c1CCCC2	17.7%	14.0	-13.0%	-19.2%	-7.0%	-3.7%	-1.3%	5.7%	-0.7%
O=C(N/N=C/c1cccc(F)c1)c1cc(-c2ccco2)nc2ccccc12	?	28.5	?	56.2µM*	?	16.4µM*	?	?	12.6%
CCOc1cc(CNCc2cc(OC)cc(OC)c2)ccc1OC	6.9%	-58.2*	?	-0.1%	-17.9%	?	5.7%	?	-27.5%
COc1ccc([N+](=O)[O-])cc1Nc1c2ccccc2nc2ccccc12	2.91µM*	-28.9	5.17µM*	-1.2%	?	5.17µM*	?	0.6%	?
CCOC(=O)c1cccc(NC(=O)C2CCN(S(=O)(=O)c3cnc[nH]3)CC2)c1	6.7%	11.0	-7.5%	-0.7%	-2.1%	-0.4%	2.1%	-16.0%	-2.6%
Cc1cc(C)nc(SCCN2CCOCC2)n1	-0.4%	-1.1	11.6%	2.5%	11.9%	7.1%	-11.6%	12.9%	1.8%
Cc1ccc(S(=O)(=O)CC(O)COc2ccc(F)cc2Cl)c(C)c1 (configuration not stated)	?	-144.9*	1.0%	2.9%	-4.6%	-9.7%	-8.2%	?	-18.5%
O=C1c2cc(O)c(O)cc2S(=O)(=O)C1c1ccccc1 (configuration not stated)	-6.0%	1.3	18.5%	-2.3%[11.6 µM]	5.9%	9.3%	-19.2%[9.22 µM]	13.4%	12.0%
CCC(C)NC(=O)CNC(=S)N(CCCN1CCOCC1)Cc1cccs1 (configuration not stated)	5.6%	15.0	19.4%	-7.8%	5.4%	20.1%	-0.6%	-2.5%	2.0%
CCS(=O)(=O)c1ccc2oc(SCC(=O)NCCc3ccc(OC)cc3)nc2c1	-0.3%	42.1	2.9%	6.2%	21.2%	-4.9%	-2.2%	?	-18.1%
O=C(Cn1nc(Cc2cccnc2)c2ccccc2c1=O)Nc1ccccc1F	-1.3%	3.3	4.5%	3.0%	9.4%	-1.6%	-3.3%	-20.3%	-24.2%
N/C(CN1CCCCC1)=N\S(=O)(=O)c1cc(Cl)cc(Cl)c1	-0.1%	-19.7	-4.3%	7.2%	0.0%	-7.8%	-8.1%	?	-15.0%
N#CCc1c[nH]c2ccc([N+](=O)[O-])cc12	2.4%	-1.8	5.5%	-5.7%	8.0%	-6.2%	-4.9%	16.4%	-24.9%
O=C(/C=C/c1ccc(F)cc1)NCCc1ccc2c(c1)OCCO2	2.2%	9.6	-7.3%	18.7%	4.3%	0.2%	0.9%	-10.5%	-16.1%
c1ccc(C2=NNC(=NC3CC3)SC2)cc1	-9.4%	-12.6	?	0.3%	?	17.8µM*	-1.5%	-26.0%	?
[O-]/[N+](=C/c1ccc(F)cc1)c1ccc(Cl)cc1	-12.5%	7.3	2.3%	-8.3%	-25.2%	2.8%	-1.1%	-12.0%	44.6%[activator]
COC(C[C@@H]1O[C@@H]1[C@H](O)[C@H](C)OCc1ccccc1)OC	10.7%	32.1	0.0%	-8.1%	6.6%	7.3%	20.8%	-3.8%	4.7%
O=C1N(C2CCCC2)C[C@@H]2C[C@@H](c3cccn3-c3ccccn3)N3CCC[C@@]123	-2.3%	0.0	10.1%	-1.2%	-8.5%	10.9%	-0.1%	?	nt
O=C(O)c1ccccc1C(=O)c1ccc(Br)s1	-5.1%	24.7	3.0%	3.6%[57.1 µM]	8.4%	?	-1.5%	8.3%	-12.3%
O=C(Nc1ccc2nsnc2c1)NC1CCCCC1	14.6%	?	-0.5%	-16.4%	-6.5%	-12.4%	16.9%	?	68.8%[activator]
COc1c(/C=N/Nc2ccc(C(=O)O)cc2)c(CCN(C)C(C)=O)cc2c1OCO2	-0.4%	-5.4	11.6%	-1.3%	3.7%	-1.6%	-11.6%	-2.3%	nt
O=C(NCCN1C(=O)S/C(=C\c2cccnc2)C1=O)C1=NN(c2ccccc2)C(=O)CC1	-25.0%	0.0	-1.7%	?	0.7%	1.3%	-7.9%	-3.1%	-12.2%
CCN1CCN(S(=O)(=O)c2ccc(Cl)c(C(=O)NCc3ccco3)c2)CC1	-1.0%	-17.0	-10.3%	-34.6%	4.7%	-1.3%	?	0.0%	-11.0%
CCCCc1c(C)nc(N)[nH]c1=O	?	0.0	4.5%	1.6%	23.0%	18.1%	-4.9%[9.22 µM]	18.2%	6.0%
CCN(CC)C(=O)/C(=C/c1ccc2c(c1)OCO2)NC(=O)c1ccc(Br)cc1	-6.7%	-4.3	-13.6%	-3.6%[57.1 µM]	-25.1%	-1.2%	-2.5%	?	-20.5%[11.3 µM]

Sorted by the number under WRN inhibitor (low to high): some entries from above.
compound	WRN inhibitor
CCN1CCN(S(=O)(=O)c2ccc(Cl)c(C(=O)NCc3ccco3)c2)CC1	-34.6%
O=C(O)c1cccc(S(=O)(=O)Nc2ccccc2C(=O)NCCc2ccccc2)c1	-7.0%
Cc1ccccc1OCC(=O)N(Cc1nnc(-c2ccc(Cl)cc2)o1)C(C)C	15.2%
